SIAE inh: human SIAE inhibitors, primary screen, biochemical, fluorescence polarization, FP-Rh probe, 1536-well HTS. SIAE FP-Rh probe binding. inhibition, % at 9.66 µM. actives 0.69% (n = 370,000). Sialate O-acetylesterase (Homo sapiens), Q9HAT2;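 active = inhibition above a cutoff: mean of compounds within the control limits plus 3 SD of those, cut at about 17% in these data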;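 also: 0% = plate median of compound wells and 100% = probe without SIAE protein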
TDP2 inh: human TDP2 enzyme inhibitors, primary screen, biochemical, epi absorbance, recombinant enzyme; Tyrosyl-DNA phosphodiesterase 2 (Homo sapiens), O95551; T5PNP hydrolysis, p-nitrophenol absorbance 415 nm; inhibition, % at 12.8 µM; actives 0.34% (n = 370,000); AID 720702, 2013;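 active = inhibition above the mean of all tested compounds plus 3 SD, set per campaign, cut at about 25% in these data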;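 also: 0% = DMSO with enzyme and 100% = buffer with substrate but no TDP2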
Target sequence (O95551 whole entry, looked up): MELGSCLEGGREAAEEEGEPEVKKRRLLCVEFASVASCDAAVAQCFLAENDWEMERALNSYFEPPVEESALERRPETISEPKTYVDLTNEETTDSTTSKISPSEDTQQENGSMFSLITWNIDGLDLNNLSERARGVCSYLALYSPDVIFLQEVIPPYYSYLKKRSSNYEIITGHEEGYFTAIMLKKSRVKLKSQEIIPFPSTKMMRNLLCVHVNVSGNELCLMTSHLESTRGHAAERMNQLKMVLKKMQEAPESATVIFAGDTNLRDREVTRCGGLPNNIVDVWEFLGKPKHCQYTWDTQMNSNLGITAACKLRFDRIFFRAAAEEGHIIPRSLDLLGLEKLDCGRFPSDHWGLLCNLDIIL
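Incubation: 2 h at 37 °C; Test system: recombinant human TDP2; Quantity: enzyme 120 nM; Read-out basis: percent inhibition; Medium: 50 mM Tris-HCl pH 7.5 with Mg2+, KCl, DTT, BSA; Repeats: single replicate; Compound: 12.8 µM single point, 1% DMSO; Signal: epi absorbance; Reagent: 5 mM T5PNP chromogenic substrate; Benchmarks: no-enzyme high, DMSO-plus-enzyme low.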
PRMT1 FP inh: PRMT1 methyltransferase inhibitors, primary screen, biochemical, fluorescence polarization. recombinant PRMT1, activity-based probe fluorescence polarization. inhibition, % at 2.79 µM. actives 1.3% (n = 370,000). AID 652257, 2013;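 active = inhibition above about 21% made by adding two undisclosed values, limit read from the data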
LEDGF integ inh: blockers of LEDGF/p75-dependent integrase strand transfer – biochemical, TR-FRET, high throughput, primary screen | actives 0.64% (n = 370,000) | TR-FRET IN-LEDGF/p75 DNA integration, Eu/Cy5 | AID 743269, 2014 | inhibition, % at 3.7 µM | HIV-1 integrase (with human LEDGF/p75);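 active = inhibition above the screen-wide mean plus 3 SD, cut at about 13% in these data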;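 also: signal is the Cy5 over europium emission ratio at 671 and 618 nm; 0% = plate median of compound wells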
TCR CD3 inh: inhibitors of human TCR-CD3 interaction, primary screen, biochemical, fluorescence, TAMRA-labeled TCR probe; T-cell receptor (TCR); inhibition, % at 9.4 µM; actives 0.37% (n = 360,000); AID 651800, 2012; in the data active = inhibition above about 19%;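 also: recombinant mutant TCR 2C K166C tagged with TAMRA read by polarization; 0% = receptor in buffer alone and 100% = receptor with positive control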
MBD2 inh: inhibitors of MBD2 binding to methylated DNA, primary screen, biochemical, TR-FRET, DNA-binding domain, human; Methyl-CpG-binding domain protein 2 (Homo sapiens), Q9UBB5; MBD2 binding to methylated oligonucleotide; inhibition, % at 4.4 µM; actives 0.31% (n = 370,000); in the data active = inhibition above about 13%
Target sequence (Q9UBB5 whole entry, looked up, the tested form may be a part): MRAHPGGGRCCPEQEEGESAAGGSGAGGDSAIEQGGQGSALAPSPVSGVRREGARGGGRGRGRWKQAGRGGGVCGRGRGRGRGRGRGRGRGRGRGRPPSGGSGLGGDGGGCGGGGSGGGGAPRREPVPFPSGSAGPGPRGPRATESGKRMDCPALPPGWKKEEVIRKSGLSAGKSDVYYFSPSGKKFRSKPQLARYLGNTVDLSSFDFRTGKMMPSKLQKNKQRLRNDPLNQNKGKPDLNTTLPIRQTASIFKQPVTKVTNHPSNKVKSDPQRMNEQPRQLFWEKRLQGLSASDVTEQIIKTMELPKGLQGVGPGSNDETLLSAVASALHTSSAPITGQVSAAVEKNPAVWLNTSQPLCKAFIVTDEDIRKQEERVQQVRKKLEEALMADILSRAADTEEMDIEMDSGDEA
NPR2 activator: human GC-B receptor activators, primary screen, HEK293 GC-B cells, cGMP TR-FRET, EC30 CNP; 0% at EC30 CNP, 100% saturating CNP; activation, % at 10 µM; actives 0.11% (n = 370,000); AID 1920062, 2024;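 active = activation at 10 µM reaching about 35% in either raw or pattern-adjusted values, limit read from the data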
HTRA1 inh: HTRA1 serine protease inhibitors, primary screen, biochemical, fluorescence polarization, HTS. Q92743. recombinant HTRA1, FP-rhodamine activity-based probe. inhibition, % at 5.96 µM. actives 0.5% (n = 340,000); in the data active = inhibition above about 36%;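 also: 0% = enzyme with DMSO and 100% = wells lacking enzyme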
ABHD4 inh: ABHD4 inhibitors, primary screen, biochemical, fluorescence polarization, mouse | purified mABHD4, FP-Rh probe fluorescence polarization | inhibition, % at 8.92 µM | actives 0.54% (n = 370,000) | AID 720543, 2013;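 active = inhibition exceeding the mean over every tested compound plus 3 SD, cut at about 30% in these data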;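 also: 0% = plate median of compound wells and 100% = S159A mutant with DMSO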
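Test system: mABHD4 protein; Read-out basis: % inhibition; Incubation: 45 min + 60 min at 25 °C; Repeats: single replicate; Technique: fluorescence polarization with parallel and perpendicular emission, 525/598 nm; Compound: 8.92 µM, single dose; Benchmarks: full inhibition S159A mutant plus DMSO, zero as sample-well median.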
rCAG RNA binder: binders of r(CAG) RNA repeats, primary screen, biochemical, fluorescence. inhibition, % at 3 µM. actives 1.3% (n = 370,000). r(CAG) RNA repeat, TO-PRO-1 dye displacement fluorescence;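 active = inhibition above the plate cutoff, the mean of all test compounds on that plate plus 3 SD, cut at about 35% in these data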;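 also: 0% = DMSO alone and 100% = 100 µM mitoxantrone as full dye displacement; higher means more dye released from RNA so lower well fluorescence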
Numbers without * were called inactive; · = no result given. The list is partial; the hit share may differ from the screen's.

SMILES	SIAE inh	TDP2 inh	PRMT1 FP inh	LEDGF integ inh	TCR CD3 inh	MBD2 inh	NPR2 activator	HTRA1 inh	ABHD4 inh	rCAG RNA binder
Nc1nc(SCC(=O)NC2CCCc3ccccc32)n[nH]1 (stereo not given)	4.9	-14.5	-6.3	1.8	9.9	-1.1	-0.6	1.1	1.4	-2.5
O=C(Nc1ccccc1Cl)C(Cl)C(=O)c1ccccc1 (stereo not given)	-2.8	5.2	-2.4	1.4	1.7	-2.6	-0.4	-2.9	-3.6	2.2
Cc1ccc2c(CN3CCCCC3C)cc(=O)oc2c1C (stereo not given)	1.5	3.1	0.6	-1.7	-4.2	3.0	0.7	-9.9	8.6	-4.2
Cc1cc2nc3c(nc2cc1C)C(O)=C3O	-2.3	3.9	-2.3	1.8	2.4	2.0	1.2	3.6	3.6	2.0
COc1ccc2nc(/C=N/NC(=O)CCCCCNC(=O)OC(C)(C)C)ccc2c1	-10.1	-0.1	2.2	-1.9	2.2	0.3	-1.8	-8.2	0.2	-6.2
O=C(c1[nH]c(C(F)(F)F)nc1-c1ccccc1)N1CCN(c2c(Cl)cncc2Cl)CC1	1.3	8.7	-0.3	-1.8	1.1	3.2	-2.8	·	-2.8	14.1
Cc1ccc(C)c(C(=O)CCC(=O)N2CCN(c3ncccn3)CC2)c1	-0.8	9.2	-2.8	-0.9	5.0	-8.3	2.5	-5.9	2.6	0.8
CCN(CC)S(=O)(=O)c1ccc(NC(=O)c2c(-c3ccccc3)noc2C)cc1	-1.1	2.9	-1.0	-0.3	7.5	2.9	-0.2	-18.4	-8.7	0.7
C=CCN1C(=O)[C@@H](CC(=O)NCCc2ccccc2OC)[C@]2(C(=O)OC)CCCCC=C12	2.6	-2.0	1.4	-1.9	·	-1.9	5.9	·	3.0	1.6
Cc1cc[n+](-c2[nH]c(=O)sc2/C=N/NC(=O)c2ccccc2[O-])cc1C	13.4	7.3	10.2	-5.8	0.0	-3.6	-0.8	14.1	15.0	2.0
COc1ccc(C(=O)N[C@H]2CCCCNC2=O)cc1OC1CCN(C(C)C)CC1	-2.3	-10.3	-0.9	1.7	8.3	0.3	2.6	1.4	0.8	0.5
CC1=CC(c2ccc(Cl)cc2)n2ncnc2N1 (stereo not given)	-1.8	-5.2	-0.7	-1.4	7.0	1.7	0.6	-1.8	-1.6	0.7
O=C1c2ccccc2C(=O)N1CCc1nc(-c2ccc(Cl)cc2)no1	10.7	2.6	0.8	-1.7	-2.1	-1.7	-5.7	0.7	0.0	-2.5
CCO[C@H]1OC(C(=O)NCc2ccccc2)=C[C@@H](c2cn(C(C)=O)c3ccccc23)[C@@H]1CCCO	3.0	-4.3	-1.6	0.8	1.3	-4.8	4.8	-24.9	-6.0	-2.6
COc1ccc(NC(=O)C2(C)CCN2Cc2ccc(C(C)C)cc2)cc1OC (stereo not given)	8.7	-3.9	-5.5	-2.4	4.8	-2.5	1.8	·	-4.9	-1.9
O=[N+]([O-])c1nn(-c2ccccc2)n(O)c1=NCCc1ccccc1	1.4	-4.1	-2.6	-2.8	4.6	2.8	-3.1	1.4	1.5	-2.6
CC1C(=O)CC2C3(C)CCC2(C(C)C(=O)O)C(=O)C13 (stereo not given)	-1.8	2.1	2.7	0.7	-1.1	1.1	-7.2	·	4.0	2.0
COc1ccc(CNC(=O)N2CCN(C(=O)c3ccccc3)CC2)cc1	3.6	3.6	-2.1	-1.7	-3.1	-0.9	5.1	-3.5	3.2	-3.8
O=C1CC(C(=O)NCCc2ccccc2)SC(=Nc2ccccc2)N1 (stereo not given)	3.8	2.2	1.5	2.4	3.5	0.1	-5.0	·	3.0	-2.4
COc1ccc(C(CC(=O)O)NC(=O)Cc2ccccc2)cc1OC (stereo not given)	-0.3	2.7	0.0	-0.1	1.4	3.6	2.0	0.6	2.1	1.6
O=C(Nc1cccn2ncnc12)C(F)(F)F	3.6	-1.1	5.1	-4.0	-4.1	0.0	5.0	7.1	3.2	-0.5
CSc1nc2ccc(NS(=O)(=O)c3c(Cl)cccc3Cl)cc2s1	5.3	8.0	-0.1	0.4	0.3	1.9	0.8	-13.9	-11.8	23.9
Cc1cccc2c1CCCC2=O	-4.2	-2.9	3.2	-6.2	-9.2	4.8	0.8	17.4	-10.8	1.4
COc1ccc(C(=O)NNC(=O)CN2CCC(n3nnc4cc(C)ccc43)CC2)cc1	13.3	4.7	-2.7	2.7	1.1	-0.1	-1.3	6.3	-0.6	-4.3
CCCCCCCC1CC(CSc2ncn[nH]2)OC1=O (stereo not given)	0.9	4.6	0.2	-0.1	2.9	-1.6	-0.5	-1.0	-5.4	-3.1
O=C(NCC1CCCO1)c1ccc2c(=O)n(Cc3ccc(Cl)cc3)c(=S)[nH]c2c1 (stereo not given)	-15.9	7.3	-1.3	1.0	-3.5	-3.8	8.2	12.6	-3.3	-1.8
CCN(C[C@H]1N[C@@](C)(C(=O)OC)[C@H]2C(=O)N(C)C(=O)[C@@H]12)C(=O)c1ccccc1	0.8	2.1	3.6	-3.2	-5.7	2.4	-2.4	6.5	6.1	-1.1
CCCN1Cc2cccc(C(=O)NC3CCCC3)c2C1=O	-6.6	-1.5	-0.6	1.1	-0.4	-2.7	9.7	-2.0	0.2	-3.6
COC(=O)c1cc2ccsc2n1CC(=O)NCC1CCCO1 (stereo not given)	-0.9	2.2	1.8	-5.2	-0.4	0.2	4.6	1.3	-0.1	-2.5
CCc1cc2c(NC(Cc3ccccc3)C(=O)O)ncnc2s1 (stereo not given)	4.4	-6.3	-0.2	-4.5	-0.5	-3.8	4.6	-0.4	2.5	4.2
O=C1CCC2(CCCC2)c2ccccc21	2.3	2.3	5.7	-0.9	6.4	-6.0	-0.2	1.2	5.9	-1.0
O=S(=O)(c1ccc(C2CCCCC2)cc1)N1CCOCC1	-3.6	10.3	-1.2	-1.9	2.3	-0.4	7.1	-6.2	5.3	-1.1
COc1cccc(C2CC(c3ccccc3Cl)n3nc(N)nc3N2)c1 (stereo not given)	12.2	1.1	-2.0	3.3	0.8	2.5	-5.8	5.0	-0.7	-1.4
Cc1cccc(C)c1N1C(=O)CCC(C)(C)C1=O	1.3	-18.8	-5.7	1.4	-7.3	2.9	3.6	4.5	1.3	1.6
CC(=O)N/N=C(\C)CCc1ccccc1	-1.1	4.0	0.5	-2.9	-0.9	1.5	4.0	2.3	3.0	0.0
COc1ccc2oc(=O)c(-c3nc4ccccc4o3)cc2c1	5.2	3.7	2.4	0.4	0.1	-2.9	2.1	-7.6	6.2	0.1
Cc1nc2sc3c(c2c(=O)o1)CCC3	0.4	13.0	2.1	-5.7	3.1	0.7	-0.8	9.7	8.8	3.9
CCC1CCCCN1CCCNC(=O)c1ccc(CS(=O)(=O)c2ccccc2OC)o1 (stereo not given)	-5.9	-7.8	-2.5	1.2	-0.1	-0.2	-2.6	-0.7	-10.7	-0.2
CCC(c1c(C)[nH]oc1=O)c1c(C)[nH]oc1=O	-5.7	7.8	3.9	-0.1	2.1	1.1	-0.4	5.6	4.3	4.8
C/C(=N\N)c1c(-c2ccccc2)c2cc(C)ccc2[nH]c1=O	-2.6	-0.1	-0.8	-2.4	-6.0	6.4	1.3	-23.1	0.5	-4.1
CC(=O)Nc1ccc(/C=N/N2CCCCC2)cc1	4.8	-6.2	-1.6	0.0	1.1	-1.2	-1.2	-0.1	-2.4	-1.7
C=CCSc1nnc(NC(=O)c2ccc(Cl)nc2)s1	-6.2	4.0	-2.5	0.1	4.6	2.1	-3.0	1.2	1.8	0.0
Cc1ccc(C(=O)NC2CCCCCCC2)c(Cl)c1	0.0	-19.1	-6.3	4.0	2.2	-1.7	0.2	1.1	2.9	-5.9
O=C(N/N=C/c1ccco1)c1cc(-c2ccc3ccccc3c2)n[nH]1	-61.3	-0.5	2.0	-2.3	12.2	-9.1	10.1	-72.2	-74.4	26.3
CCOC(=O)C1CCCN(c2nnnn2-c2ccccc2)C1 (stereo not given)	-3.7	6.0	0.3	-4.2	1.1	-0.7	-0.2	-2.3	2.3	-5.8
COc1ccc(N(C(=O)c2snc(C(N)=O)c2N)C(C(=O)NCc2ccc(F)cc2)c2ccc(C)o2)c(OC)c1 (stereo not given)	-1.0	-5.7	2.8	-3.2	-4.1	2.8	-11.8	-26.7	-2.0	3.4
COc1cccc(-c2csc3ncnc(Sc4nnnn4C)c23)c1	1.5	6.2	3.7	0.0	-1.2	3.8	6.0	-10.8	1.4	-4.9
Cc1cn(CC(=O)NCCNc2ccc([N+](=O)[O-])cn2)c(=O)[nH]c1=O	-3.8	-1.7	-3.2	-4.9	6.8	-6.0	0.5	6.9	4.2	2.6
COc1ccc(C2=NN(C(=O)CSc3nc4ccccc4s3)C(c3ccc(F)cc3)C2)cc1 (stereo not given)	-7.5	-3.6	-3.0	-2.6	6.3	0.7	5.6	-2.8	1.0	4.0
COc1ccc(/C=C2\SC(=S)N(CCCCCC(=O)Nc3cc(C)on3)C2=O)cc1OC	-1.9	12.9	-4.0	1.1	-10.7	2.7	-3.8	-19.0	-7.5	3.4
Cc1ccc(C)c(Cn2c(=O)n(CCCC(=O)NCc3ccco3)c(=O)c3sccc32)c1	-10.8	2.8	2.4	-6.4	-1.5	2.5	-6.7	-3.8	-3.5	-1.1
COc1cc(/C=C2/SC(=S)N(CCC(=O)Nc3cccnc3)C2=O)cc(OC)c1OC	-3.2	-6.2	0.9	0.0	-4.8	0.0	-21.9	0.6	-3.3	3.6

Entries of single compounds from above:
COc1ccc(CNC(=O)N2CCN(C(=O)c3ccccc3)CC2)cc1 reads SIAE inh = 3.6; TDP2 inh = 3.6; PRMT1 FP inh = -2.1; LEDGF integ inh = -1.7; TCR CD3 inh = -3.1; MBD2 inh = -0.9; NPR2 activator = 5.1; HTRA1 inh = -3.5; ABHD4 inh = 3.2; rCAG RNA binder = -3.8
C=CCN1C(=O)[C@@H](CC(=O)NCCc2ccccc2OC)[C@]2(C(=O)OC)CCCCC=C12 reads SIAE inh = 2.6; TDP2 inh = -2.0; PRMT1 FP inh = 1.4; LEDGF integ inh = -1.9; TCR CD3 inh = ·; MBD2 inh = -1.9; NPR2 activator = 5.9; HTRA1 inh = ·; ABHD4 inh = 3.0; rCAG RNA binder = 1.6
